mIAP inh: blocks mouse intestinal alkaline phosphatase; purified mouse IAP, CDP-Star luminescence, 30 min; inhibition, % at 10 µM; hit rate 0.2% among 330,000;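 active = inhibition of at least 40% at 10 µM in the primary screen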;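 note: plate controls were DMSO with enzyme for no effect and no enzyme wells for full effect; values of inactives mirror those of a sister screen read the other way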
hIAP inh: human IAP inhibition; inhibition, % at 10 µM; AID 2544; P09923; hit rate 0.12% among 330,000; purified IAP, CDP-Star luminescence, 30 min;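 active = inhibition reaching a set limit with compound at 10 µM in the primary screen, cut at about 35% in these data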;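 note: plate controls were DMSO wells with enzyme for no effect and no-enzyme buffer wells for full effect; values of inactives mirror those of a sister screen read the other way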
MIN6 prolif: MIN6 beta-cell proliferation induction. MIN6 cells proliferation, ATPlite luminescence, 48 h; cells starved in 0.2% serum; 100% = growth in 10% serum. proliferation, % at 10 µM. hit rate 0.29% among 330,000. AID 2380;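 active = compounds whose signal lies at least 3.5 SD above the mean of all wells on their plate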;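 note: 0% = DMSO-treated cells in low-serum medium and 100% = 10% serum control; some compounds called inactive have numbers as strong as hits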
APOBEC3G inh: inhibitors of human APOBEC3G DNA deaminase; recombinant A3G, ssDNA deamination FAM/TAMRA fluorescence; inhibition, % at 20 µM; hit rate 0.28% among 330,000; AID 493012;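 active = inhibition of at least 40% at 20 µM, with no more than 30% in the related APOBEC3A deaminase screen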;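 note: plate controls were DMSO wells with A3G for no effect and wells lacking A3G enzyme for full effect; some compounds called inactive have numbers as strong as hits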
Target sequence (Q9HC16 whole entry, looked up): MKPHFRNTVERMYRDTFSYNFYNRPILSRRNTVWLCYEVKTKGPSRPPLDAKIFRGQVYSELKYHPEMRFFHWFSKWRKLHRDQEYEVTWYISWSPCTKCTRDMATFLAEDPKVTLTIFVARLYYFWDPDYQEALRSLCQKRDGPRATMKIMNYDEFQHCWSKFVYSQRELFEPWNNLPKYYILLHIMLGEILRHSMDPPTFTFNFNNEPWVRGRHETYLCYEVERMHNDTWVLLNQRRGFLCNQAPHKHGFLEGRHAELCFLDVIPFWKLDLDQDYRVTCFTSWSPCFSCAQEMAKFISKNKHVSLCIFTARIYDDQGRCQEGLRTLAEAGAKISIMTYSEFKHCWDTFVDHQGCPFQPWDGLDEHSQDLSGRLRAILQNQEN
hIAP activ: human IAP activation; activation factor at 10 µM; AID 2524; hit rate 0.16% among 330,000; purified human IAP, CDP-Star luminescence, 30 min; stronger effect = higher value; 1 = vehicle-only enzyme, 0 = enzyme-free background; P09923;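 active = activation factor of the enzyme at least 2-fold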; note: the source names both 10 and 20 µM as test concentration; values of inactives mirror those of a sister screen read the other way
A3A deaminase: inhibitors of human APOBEC3A DNA deaminase | recombinant A3A, FAM/TAMRA ssDNA deamination fluorescence | inhibition, % at 20 µM | hit rate 0.41% among 330,000 | AID 493011;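 active = at least 40% inhibition at 20 µM here, with at most 30% in a related deaminase screen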;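 note: plate controls were A3A with DMSO for no effect and wells lacking A3A enzyme for full effect; some results filed as inactive read as strong as hits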
Target sequence (P31941 whole entry, looked up): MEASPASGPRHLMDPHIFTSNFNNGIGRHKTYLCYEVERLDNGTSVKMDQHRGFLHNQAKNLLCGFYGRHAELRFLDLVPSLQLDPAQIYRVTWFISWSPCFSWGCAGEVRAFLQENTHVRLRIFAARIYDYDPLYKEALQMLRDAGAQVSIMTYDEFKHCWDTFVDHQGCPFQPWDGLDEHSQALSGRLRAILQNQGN
MPTP block: permeability transition pore inhibition; isolated mouse mitochondria, Ca2+ swelling absorbance, 30 min; inhibition, % at 10 µM; hit rate 1.4% among 360,000; AID 602449;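 active = inhibition of 50% or more, scaled per plate between neutral and stimulator controls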;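 note: 0% = DMSO wells given calcium and 100% = 1 mM EGTA wells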
ATG4B inh: ATG4B (human) cysteine protease inhibition | Q9Y4P1 | ATG4B cleavage of LC3-PLA2, NBD-HPC fluorescence, 1 h | inhibition, % at 8.33 µM | hit rate 0.51% among 340,000 | AID 504462; in the data active = inhibition above about 40%
Target sequence (Q9Y4P1 whole entry, looked up): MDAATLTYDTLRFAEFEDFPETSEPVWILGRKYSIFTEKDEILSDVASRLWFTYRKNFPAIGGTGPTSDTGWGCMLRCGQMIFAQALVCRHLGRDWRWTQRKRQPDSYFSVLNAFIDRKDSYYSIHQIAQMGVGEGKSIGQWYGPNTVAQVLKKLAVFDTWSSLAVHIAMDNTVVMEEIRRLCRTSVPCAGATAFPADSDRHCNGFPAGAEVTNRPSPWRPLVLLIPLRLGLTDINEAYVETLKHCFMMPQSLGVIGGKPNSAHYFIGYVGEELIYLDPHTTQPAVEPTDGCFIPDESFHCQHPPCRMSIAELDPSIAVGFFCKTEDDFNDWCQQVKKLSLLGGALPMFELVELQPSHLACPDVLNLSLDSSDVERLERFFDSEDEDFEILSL
mIAP activ: increases mouse intestinal alkaline phosphatase activity | muIAP, CDP-Star luminescence, 30 min; stronger effect = higher value; 1 = vehicle-only enzyme signal, 0 = enzyme-free wells | activation factor at 10 µM | hit rate 0.24% among 330,000 | AID 2805;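 active = activation factor of at least 2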; note: the source names both 10 and 20 µM as test concentration; values of inactives mirror those of a sister screen read the other way
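Assay system: mouse IAP enzyme; Reagent: CDP-Star chemiluminescent phosphatase substrate; Compound: DMSO-dissolved test compounds; Incubation: 30 min, room temperature; Technique: luminescence from enzymatic CDP-Star hydrolysis; Controls: DMSO-only wells and no-enzyme negative control.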
* hit, by the source's call; / = not tested or not shown. Rows are unselected; any-hit rate near 3.3%.

SMILES	mIAP inh	hIAP inh	MIN6 prolif	APOBEC3G inh	hIAP activ	A3A deaminase	MPTP block	ATG4B inh	mIAP activ
COc1ccc(O)c(-c2c(-c3ccc(Cl)cc3)n[nH]c2C)c1	-4	-20	0	4	1.2	6	8.7	-4	1
CC(C)(C)C(=O)Oc1ccc2cc(-c3ccc4ccccc4n3)c(=O)oc2c1	11	5	-3	-53	0.95	-23	2.9	1	0.89
Cc1ccc(S(=O)(=O)c2c(COC(=O)c3ccccc3Cl)c(-c3ccccc3)nn2C)cc1	10	15	-3	-7	0.85	-5	0.6	7	0.9
Cc1onc(-c2c(Cl)cccc2Cl)c1C(=O)c1c[nH]c(C(=O)NCCCN2CCOCC2)c1	9	2	-5	-2	0.98	-2	0.1	-4	0.91
O=C(c1nnc(Cc2ccc(Cl)cc2)o1)N1CCc2ccccc2C1	1	-4	6	-8	1	-3	0.2	6	0.99
O=C(NCCCn1ccnc1)C(=O)c1c[nH]c2ccccc12	-5	-6	1	-10	1.1	0	-1.8	-3	1.1
CCCCOc1ccc(C(=O)NCC(=O)NCCOc2ccc(C)cc2)cc1	-14	-10	-3	-5	1.1	-7	1.0	-2	1.1
CCn1cc(C(=O)N[C@@H](C)C(=O)NCCO)c(=O)c2cc3c(cc21)OCO3	3	11	-6	-7	0.89	-6	-0.4	3	0.97
COc1ccc(Cl)cc1NC(=O)c1cnc2n(c1=O)CCS2	-9	0	-1	-6	1	0	-0.8	-6	1.1
Cc1ccc(/C=C/C(=O)NCCc2cccc(Cl)c2)o1	-7	-7	-5	23	1.1	-6	0.8	3	1.1
CC1CCCN(S(=O)(=O)c2ccc(Cl)s2)C1 (stereo not drawn)	-4	11	-2	-12	0.89	-2	0.5	-16	1
COC(CNC(=O)c1ccc2nc(-c3cccs3)c(-c3cccs3)nc2c1)OC	11	8	2	-6	0.92	-2	-0.2	3	0.89
OC(CNCc1cccc(Br)c1)c1ccccc1 (stereo not drawn)	2	-4	-3	-6	1	0	2.3	39	0.98
CC(C)C(NS(=O)(=O)c1cc(C(=O)O)ccc1Cl)C(=O)O (stereo not drawn)	-3	6	-2	-4	0.94	-3	-2.8	-9	1
CCOc1cc(CN2CCc3c([nH]c4ccccc34)C2)ccc1OC	-4	-6	-2	-10	1.1	-7	1.1	2	1
CCOc1ccc2oc(C(=O)NCc3ccccc3CN3CCCC3)c(C)c2c1	-5	14	-8	-6	0.86	1	1.0	4	1.1
CC(C)(C)SCCNC(=O)/C=C/c1ccccc1	5	-2	0	-2	1	3	0.6	-1	0.95
CCCC12CN3CC(CCC)(CN(C1)C3c1ccco1)C2=O (stereo not drawn)	12	-1	1	-4	1	-3	1.2	-4	0.89
CN(CC(=O)Nc1sccc1C#N)C1CCCCC1	36	2	0	15	0.98	26	1.2	-4	0.64
N#C/C(=C(/O)COC(=O)c1ccc(C#N)cc1)c1nc2ccccc2s1	17	12	0	-8	0.88	-4	79*	-13	0.83
O=C(NCc1ccncc1)Nc1ccc(F)cc1	-14	-11	-2	-4	1.1	1	-0.3	4	1.1
Nc1nc(CN2CCN(C(=O)c3ccco3)CC2)nc(Nc2cccc(Cl)c2)n1	-8	-15	-2	-6	1.2	2	-1.4	-11	1.1
COCCNC(=O)C(c1ccc(C)cc1)N(C(=O)C(=O)NC1CCCC1)c1ccc2c(c1)OCCO2 (stereo not drawn)	-2	-3	-1	-4	1	0	0.2	4	1
CC(OC(=O)CCCOc1ccccc1)C(=O)Nc1ccc(Cl)cn1 (stereo not drawn)	3	-4	-1	-10	1	-4	-0.5	-5	0.97
O=C1CCCC2=C1Sc1ccc(Cl)cc1N2	0	-6	2	-8	1.1	-4	10	-2	1
Cc1ccc(S(=O)(=O)N2CCCCC2)cc1NC(=O)CSc1nc(N)cc(=O)[nH]1	0	4	4	-2	0.96	1	-0.3	-16	1
CCOC(=O)N1CCN(Cc2c(NC(=O)c3ccco3)sc(C)c2C)CC1	5	1	4	-6	0.99	-4	-0.2	-4	0.95
Cc1ccccc1NS(=O)(=O)c1ccc2[nH]cc(C(=O)NCCCN3CCOCC3)c(=O)c2c1	12	-2	1	-1	1	3	1.4	-7	0.88
O=C(Nc1c(Cl)ccc2nsnc12)c1ccco1	4	20	2	-5	0.8	-1	-1.4	-9	0.96
COc1ccc(NC2=C(C(C)=O)C(c3ccc(N(C)C)cc3)C(C(C)=O)C(C)(O)C2)cc1 (stereo not drawn)	-8	-3	-1	-6	1	-2	0.3	-5	1.1

In another format: results already given
Values run as follows: mIAP inh | hIAP inh | MIN6 prolif | APOBEC3G inh | hIAP activ | A3A deaminase | MPTP block | ATG4B inh | mIAP activ
CC(OC(=O)CCCOc1ccccc1)C(=O)Nc1ccc(Cl)cn1 (stereo not drawn)
 : 3 | -4 | -1 | -10 | 1 | -4 | -0.5 | -5 | 0.97
O=C1CCCC2=C1Sc1ccc(Cl)cc1N2
 : 0 | -6 | 2 | -8 | 1.1 | -4 | 10 | -2 | 1
Cc1ccc(S(=O)(=O)N2CCCCC2)cc1NC(=O)CSc1nc(N)cc(=O)[nH]1
 : 0 | 4 | 4 | -2 | 0.96 | 1 | -0.3 | -16 | 1
CCOC(=O)N1CCN(Cc2c(NC(=O)c3ccco3)sc(C)c2C)CC1
 : 5 | 1 | 4 | -6 | 0.99 | -4 | -0.2 | -4 | 0.95
Cc1ccccc1NS(=O)(=O)c1ccc2[nH]cc(C(=O)NCCCN3CCOCC3)c(=O)c2c1
 : 12 | -2 | 1 | -1 | 1 | 3 | 1.4 | -7 | 0.88

More records
SMILES	mIAP inh	hIAP inh	MIN6 prolif	APOBEC3G inh	hIAP activ	A3A deaminase	MPTP block	ATG4B inh	mIAP activ
COc1ccc(/C=N/NC(=O)CNc2c(Br)cc(C)cc2Br)c(C(=O)O)c1OC	5	-5	3	-7	1.1	-2	0.8	-7	0.95
O=C(Nc1cccnc1)c1ccccc1Oc1ccccc1	0	-20	-1	-3	1.2	-1	-0.3	-13	1
CC(C)CCNC(=O)C1CCN(c2nc3ccccc3o2)CC1	0	-11	-2	2	1.1	5	-1.3	0	1
CC(C(=O)O)N1C(=O)C2C3c4ccccc4C(c4ccccc43)[C@@H]2C1=O (stereo partly drawn)	-2	-2	-3	-6	1	-3	-0.4	-8	1
COc1ccc(C2(C(=O)Nc3ccc(S(=O)(=O)Nc4nc(C)cc(C)n4)cc3)CCCC2)cc1OC	-4	11	0	-1	0.89	2	-2.7	-8	1
Cc1ccnc2nc(C(=O)OCC(=O)NCCc3ccc(Cl)cc3)nn12	3	-6	-1	-3	1.1	4	-0.6	-1	0.97
Cc1ccc2c(c1)CCCN2CC(=O)Nc1cccc(S(=O)(=O)N2CCCC2)c1	-12	-20	-2	1	1.2	-2	-2.6	-2	1.1
c1ccc(-c2noc(CN3CCN(c4ccccc4)CC3)n2)cc1	5	19	-2	-8	0.81	-5	-1.4	-5	0.95
Cc1ccc(-c2nc(CS(=O)CC(=O)NCCN3CCOCC3)c(C)o2)cc1 (stereo not drawn)	9	-18	-1	-1	1.2	0	-0.8	-11	0.91
C#CC(C)OC(=O)C(C)NC(=O)c1ccccc1 (stereo not drawn)	0	11	-6	0	0.89	0	-1.6	3	1
COc1cccc(S(=O)(=O)NCc2ccc(C(=O)NCc3ccco3)cc2)c1	5	13	-1	-7	0.87	0	-2.6	6	0.95
CN(C)CCCNC(=S)N(CCO)Cc1cc2cc3c(cc2[nH]c1=O)OCO3	-1	14	1	7	0.86	-1	0.4	2	1
CCN1CCN(c2c(Cl)cccc2NC(=O)c2ccc([N+](=O)[O-])o2)CC1	17	-10	-7	-3	1.1	-5	-1.8	/	0.83
COC(=O)c1cn(NC(=O)COc2ccc(Cl)cc2)c(=O)c2ccccc12	5	-2	0	-9	1	4	1.7	9	0.95
Cc1ccc2cc(S(=O)(=O)NCCCN3CCOCC3)ccc2c1	-7	-7	0	-7	1.1	-4	2.2	-12	1.1
O=C(NCCCO)c1nc2ccccc2s1	13	4	0	-3	0.96	-3	-1.0	4	0.87
Cc1noc(C)c1COC(=O)c1cccc(S(=O)(=O)N2c3ccccc3CC2C)c1 (stereo not drawn)	4	-9	-2	-3	1.1	-1	39	-12	0.95
COCCNC(=O)c1c(N)n(/N=C/c2cccs2)c2nc3ccccc3nc12	12	-18	-1	0	1.2	6	-8.4	-11	0.88
COc1ccc(NC(=O)c2ccc(-n3cccn3)nc2)cc1	-1	4	3	-12	0.96	-1	1.3	-8	1
COc1ccc(N=Nc2ccc3ccccc3c2)c(O)c1	13	-4	-3	-4	1	1	2.1	-1	0.87
CC(C)(C)n1nnnc1C(c1ccccn1)N(Cc1ccccc1)Cc1ccc(Cl)cc1 (stereo not drawn)	-9	6	0	-3	0.94	-3	2.9	-12	1.1
COc1cccc(CN(C)CC(=O)Nc2ccccc2C(=O)Nc2ccccc2)c1	-11	6	0	-5	0.94	-2	2.1	-9	1.1
Cc1ccc(N2C(=O)CC(n3nc(C)cc3C)C2=O)cc1 (stereo not drawn)	0	0	-2	-2	1	2	-0.6	-8	1
O=C(COc1ccc(/C=N/NC(=O)c2cc3ccccc3o2)cc1Br)Nc1ccccc1	18	17	-4	34	0.83	7	3.1	0	0.82
Cc1nn(C)c(C(=O)Nc2ccn(Cc3c(F)c(F)cc(F)c3F)n2)c1[N+](=O)[O-]	-2	11	-4	-7	0.89	-2	-1.3	1	1
CCOc1ccc(NC(=S)Nc2cc(OC)c(Cl)cc2OC)cc1	-1	-8	-3	1	1.1	1	-3.3	3	1
CCc1ccc(OCC(=O)N2c3ccccc3CCc3ccccc32)cc1	4	7	-6	-2	0.93	2	3.6	4	0.96
CCOC(=O)Cc1c(C)nc2c(-c3ccc(OC)cc3)c(C)nn2c1C	-1	-15	-1	-1	1.1	-1	-2.8	-13	1
COc1cc(NS(=O)(=O)c2ccc(C)cc2C)cc(OC)c1OC	8	19	-5	-2	0.81	-2	84*	-5	0.92
CCOc1ccccc1NC(=S)N1CCC(NC(=O)c2ccco2)CC1	-13	-18	-1	16	1.2	-8	-3.1	-3	1.1
COc1ccccc1CCC(=O)Nc1ccc(OC)c(S(=O)(=O)N2CCOCC2)c1	7	-17	-3	3	1.2	0	-0.5	-5	0.93
O=C(CCNC(=O)c1ccc(Br)cc1)NCCCN1CCOCC1	4	-8	2	2	1.1	2	-2.0	3	0.96
O=C(CCOc1ccccc1)NNC(=O)c1ccccc1	6	-5	5	-4	1	-2	1.0	-4	0.94
O=C(O)c1ccc(N2C(=O)CSC2c2cccc([N+](=O)[O-])c2)cc1 (stereo not drawn)	-8	-11	-2	-8	1.1	6	0.2	-3	1.1
CC(OC(=O)Cc1c[nH]c2ccccc12)C(=O)c1ccccc1 (stereo not drawn)	0	-1	-2	-8	1	-3	1.5	-9	1
CS(=O)(=O)N1CCN(c2nc3ccccc3s2)CC1	-3	0	0	-5	1	-2	-0.9	1	1
Cc1n[nH]c(=O)c2c(NC(=O)COC(=O)c3ncc(Cl)c(Cl)c3Cl)oc(C)c12	4	1	-2	-6	0.99	1	-0.8	-3	0.96
CCn1c(=O)c2c(nc3n2CCN3c2ccccc2)n(C)c1=O	9	-12	0	-1	1.1	-1	-0.5	2	0.91
COc1ccc(-c2noc(CCC(=O)N3CCN(c4ccccc4C(F)(F)F)CC3)n2)cc1	-6	/	/	1	/	3	-0.4	12	1.1
O=c1c2ccccc2[nH]c(=S)n1CCN1CCCC1	1	-4	-5	-5	1	-2	-0.6	4	0.99
CC(C)OC(=O)CC1C(=O)NCCN1C(=S)NC(=O)c1cccs1 (stereo not drawn)	7	12	0	-8	0.88	-3	0.3	-9	0.93
Cc1ccc(C)c(C(=O)CSc2nnnn2C(C)C)c1	-9	24	1	-2	0.76	-3	2.1	1	1.1

High-throughput results as filed in PubChem.
